MITF TRPM1 inh: inhibitors of MITF-driven TRPM1 promoter in melanoma cells; SK-MEL-5 TRPM1 promoter luciferase, 24 h; inhibition, % at 12.5 µM; 330,000 tested, 0.83% active;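 active = mean inhibition across replicates of 60% or more, whatever share of single replicates reaches that level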; also: values of inactives mirror those of a sister screen read the other way
Exocytosis inh: lytic granule exocytosis inhibition; TALL-104 LAMP-1 surface exposure, flow cytometry; cells stimulated with thapsigargin and PMA; inhibition, % at 10 µM; 360,000 tested, 0.66% active; AID 651702;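 active = inhibition above about 55%, limit read from the data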
Vif inh: HIV Vif inhibition. inhibition, % at 7.49 µM. 340,000 tested, 0.35% active. HEK293T cells, Vif self-association by quenched fluorescence, imaging, 24 h. AID 602346; in the data active = inhibition above about 50%, passing the limit was not always enough; also: some results filed as inactive read as strong as hits
aDG glyco up: alpha-DG glycosylation activation; Pro5-aDG cells, alpha-DG glycosylation AlphaScreen (IIH6); 0% Pro5, 100% B10-LARGE cell signal; activation, % at 10 µM; 360,000 tested, 0.22% active; AID 624168;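 active = activation of at least 8% versus controls, or a plate z-score of at least 8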;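 also: Pro5 are CHO cells carrying HIG-tagged alpha-DG that lacks glycosylation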
Peg3 prom inh: reduces Peg3 promoter-driven luciferase expression in HeLa | HeLa PEG-Prom luciferase reporter, luminescence, overnight | inhibition, % at 20 µM | 360,000 tested, 1.7% active;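 active = inhibition of at least 50% at 20 µM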
NR2E3 ag-1: agonists of human NR2E3 nuclear receptor. inhibition of corepressor binding, % at 3.98 µM. AID 602229. CHO-S Gal4-NCOR/VP16-NR2E3 two-hybrid, luciferase. 360,000 tested, 0.35% active. Q9Y5X4;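 active = inhibition above the mean of all tested compounds plus 3 SD, cut at about 70% in these data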;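 also: 0% = DMSO with NR2E3 transfected cells and 100% = cells lacking NR2E3 construct; higher means lower luciferase signal from less NR2E3 corepressor binding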
Target sequence (Q9Y5X4 whole entry, looked up, the tested form may be a part): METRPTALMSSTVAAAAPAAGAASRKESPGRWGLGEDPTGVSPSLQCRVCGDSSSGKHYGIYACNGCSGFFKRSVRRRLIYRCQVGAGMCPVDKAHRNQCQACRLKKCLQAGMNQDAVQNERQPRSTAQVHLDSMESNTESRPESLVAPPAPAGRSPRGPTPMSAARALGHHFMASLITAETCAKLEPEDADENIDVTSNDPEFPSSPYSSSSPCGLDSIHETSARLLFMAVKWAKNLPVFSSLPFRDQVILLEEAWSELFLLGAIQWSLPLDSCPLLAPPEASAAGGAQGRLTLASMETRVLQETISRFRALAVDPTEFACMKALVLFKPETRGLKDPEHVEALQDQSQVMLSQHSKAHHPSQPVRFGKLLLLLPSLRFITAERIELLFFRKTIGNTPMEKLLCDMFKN
hiPSC survival: increases survival of single human iPS cells; hiPSC single-cell survival, ATPlite luminescence; 100% = ROCK inhibitor wells, 0% = DMSO; survival enhancement, % at 20 µM; 360,000 tested, 0.044% active; in the data active = survival enhancement above about 18%;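 also: cells exposed to compounds for 16 hours before the ATP read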
NR2E3 ag-2: agonists of human nuclear receptor NR2E3; 320,000 tested, 0.12% active; inhibition of corepressor binding, % at 4.78 µM; AID 2300; Q9Y5X4; GST-NR2E3/biotin-RetCOR TR-FRET, 1536-well;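 active = percent inhibition above the cutoff of mean plus 3 SD of all tested compounds, set per screening campaign, cut at about 20% in these data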;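 also: 0% = DMSO wells and 100% = biotin wells as full block of FRET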
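Test system: GST-NR2E3 and biotin-RetCOR proteins | Quantity: 1.35 nM GST-tagged NR2E3 final | Medium: Tris pH 7.5 | Also added: 7 nM biotin-RetCOR | Dosing: Compound at 4.8 µM, single dose | Timing: 5 h at 4 °C | Detection: Time-resolved FRET | Read-out basis: Percent inhibition | Benchmarks: Biotin wells as high control, 0.6% DMSO wells as low control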
PDI inh: inhibitors of human protein disulfide isomerase; PDI insulin aggregation turbidity, A650, 90 min; inhibition, % at 10 µM; 350,000 tested, 0.052% active;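 active = mean inhibition across replicates of 30% or more, whatever share of single replicates reach that level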;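 also: absorbance from insulin aggregation driven by PDI reduction with DTT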
Target sequence (P07237 whole entry, looked up): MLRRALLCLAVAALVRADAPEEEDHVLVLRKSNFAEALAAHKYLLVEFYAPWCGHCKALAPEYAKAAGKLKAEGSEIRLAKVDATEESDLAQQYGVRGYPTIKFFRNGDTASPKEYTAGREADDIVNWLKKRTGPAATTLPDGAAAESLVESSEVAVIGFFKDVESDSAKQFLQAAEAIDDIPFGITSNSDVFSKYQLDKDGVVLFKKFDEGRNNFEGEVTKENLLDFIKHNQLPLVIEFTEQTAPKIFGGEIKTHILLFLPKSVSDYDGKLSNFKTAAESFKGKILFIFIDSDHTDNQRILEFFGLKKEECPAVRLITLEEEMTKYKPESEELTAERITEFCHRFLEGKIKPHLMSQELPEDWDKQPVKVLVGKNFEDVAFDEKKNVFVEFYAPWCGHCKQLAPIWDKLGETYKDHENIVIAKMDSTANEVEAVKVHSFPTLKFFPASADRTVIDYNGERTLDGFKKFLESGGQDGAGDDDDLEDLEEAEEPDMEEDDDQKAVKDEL
CaV13 ICDI inh: Primary screen for inhibitors of IQ motif and Ca2+-dependent inactivation inhibitor domain binding in CACNA1D, Förster resonance energy transfer in living cells, …; HEK cells, CFP/YFP FRET ICDI-IQ, plate reader, 10 min; percent FRET-ratio fall versus neutral wells; inhibition, % at 12.3 µM; 340,000 tested, 0.098% active;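 active = mean replicate inhibition of at least 30% and at least 1% of replicates passing that level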;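 also: 0% = median of the neutral control wells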
HIF-2a block: inhibitors of HIF-2a. AID 624352. 360,000 tested, 0.72% active. inhibition, % at 18.8 µM. 786-0 RCC cells HIF-2a reporter, luciferase luminescence, overnight;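 active = inhibition of the luminescence signal of 40% or more relative to plate controls, in a single-dose primary screen at 18.75 µM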
The depositor's hits bear a star; . = no result given; & = joins results of further samples. An excerpt. The share of hits here may be higher or lower than overall.

SMILES	MITF TRPM1 inh	Exocytosis inh	Vif inh	aDG glyco up	Peg3 prom inh	NR2E3 ag-1	hiPSC survival	NR2E3 ag-2	PDI inh	CaV13 ICDI inh	HIF-2a block
CC(C)(CO)C(O)C(=O)NCCCO (stereo not given)	5.9	0.7	-0.7	0.3	1.6	17.9	0.3	4.6	3.2	-5.0	12.0
CC[C@]1(O)C[C@@H]2CN(CCc3c([nH]c4ccccc34)[C@@](C(=O)OC)(c3cc4c(cc3OC)N(C)[C@H]3[C@@](O)(C(=O)OC)[C@H](OC(C)=O)[C@]5(CC)C=CCN6CC[C@]43[C@@H]65)C2)C1	62.2*	12.3	79.8*	-0.3	5.7	27.6	-3.9	3.2	-13.3	-5.6	-0.1
O=C(O)CNC(=O)c1ccccc1	9.5	-6.7	-10.2	0.1	5.0	-6.1	0.2	0.8	1.6	-5.4&-4.9	10.0
C/C=C(/C)C(=O)O[C@@H]1c2cc(OC)c(OC)c(OC)c2-c2c(cc3c(c2OC)OCO3)C[C@H](C)[C@]1(C)O	5.7	11.4	2.5	0.0	12.2	3.1	0.9	1.0	-2.8	-11.5	4.0
C[C@H]1c2cccc(O)c2C(O)=C2C(=O)[C@]3(O)C(O)=C(C(N)=O)C(=O)[C@@H](N(C)C)C3[C@@H](O)C21 (stereo not given in full)	7.9	-0.5	6.6	0.2	11.6	-16.9	2.4	-1.1	-1.7	-6.3	13.7
CC12CCC(=O)C=C1CCC1C2CCC2(C)C1CC[C@]2(O)C(=O)CO (stereo not given in full)	10.2	-21.4	0.7	-0.8	0.8	16.2	0.4	3.1	-3.2	-12.0	11.5
CCCCOc1ccc(CC(=O)NO)cc1	-2.3	-2.3	3.6	0.0	-20.6	-30.4	-0.4	3.8	-7.6	-5.3	-17.8
CCOC(=O)NNc1nncc2ccccc12	-3.1	1.2	-7.0	-0.2	-3.6	-43.1	-0.6	-0.1	0.4	-5.2	-6.0
COc1c(O)cc2c(c1O)[C@@H]1OC(CO)C(O)C(O)[C@H]1OC2=O (stereo not given in full)	0.6	-0.9	-6.3	0.0	18.1	-23.8	-0.9	.	5.6	-5.6	1.0
COc1ccc(-n2[nH]c3c(cnc4ccccc43)c2=O)cc1	.	-0.5	0.1	-0.4	-118.7	-19.3	0.6	.	.	-11.2	-209.1
COc1c(O)cc2c(c1O)[C@@H]1O[C@H](CO)[C@@H](O)[C@H](O)C1OC2=O (stereo not given in full)	9.1	12.7	-8.3	0.2	9.2	-12.2	0.4	-0.7	.	.	7.5
O=C(O)/C=C/c1ccc(O)cc1	7.4	-2.2	-4.2	-0.1	12.9	-27.1	-0.2	-2.5	.	.	6.7
C/C=C(/C)C(=O)OC1c2c(ccc3ccc(=O)oc23)OC(C)(C)C1OC(=O)/C(C)=C\C (stereo not given)	11.8	1.8	-8.3	0.6	23.9	-10.3	1.4	5.0	.	.	8.7
Nc1c2c(nc3ccccc13)CCCC2O (stereo not given)	-13.2	-0.1	7.2	0.0	5.2	-39.4	0.9	.	8.2	-5.2	-3.8
COc1cc([C@H]2Oc3cc([C@H]4Oc5cc(O)cc(O)c5C(=O)[C@@H]4O)ccc3O[C@@H]2CO)ccc1O	0.3	-1.0	10.6	-0.1	-7.5	-22.1	-0.3	1.5	28.4	-5.2	0.5
COC(=O)C1=CO[C@@H](OC2OC(CO)C(O)C(O)C2O)[C@@H]2[C@@H](C)[C@@H](O)C[C@H]12 (stereo not given in full)	-5.3	-3.6	-3.9	-0.3	0.2	-17.7	2.5	0.5	.	.	5.5
O=c1ccn([C@H]2C[C@H](O)[C@@H](CO)O2)c(=O)[nH]1	.	-4.1	0.6	-0.3	-0.4	-7.6	-0.5	-4.5	.	.	19.5
CNc1c2c(nn1C)CCCC2	-29.6&-3.0	-6.0&-5.3	-8.7&-0.1	0.0&-0.1	3.2&-6.5	-15.4&-2.3	-0.7&-0.1	2.6	-12.5&-12.8	-4.1&-5.3	7.3&-9.1
C[C@@H]1C[C@H]2[C@@H]3C[C@H](F)C4=CC(=O)C=C[C@]4(C)[C@@]3(F)[C@@H](O)C[C@]2(C)[C@@]1(O)C(=O)COC(=O)C(C)(C)C	-19.4	6.1	5.8	0.7	-1.9	-10.5	-1.2	2.4	-3.3	-5.3	23.8
COc1ccc(/C=N/NC(=O)c2ccncc2)cc1OC	-1.0	19.0	5.9	-0.3	14.9	-1.9	-0.1	-1.2	-9.3	-4.9	9.3

Some of these compounds in order of their number in Vif inh, low to high:
SMILES	MITF TRPM1 inh	Exocytosis inh	Vif inh	aDG glyco up	Peg3 prom inh	NR2E3 ag-1	NR2E3 ag-2	PDI inh	CaV13 ICDI inh	HIF-2a block
O=c1ccn([C@H]2C[C@H](O)[C@@H](CO)O2)c(=O)[nH]1	.	-4.1	0.6	-0.3	-0.4	-7.6	-4.5	.	.	19.5
C[C@@H]1C[C@H]2[C@@H]3C[C@H](F)C4=CC(=O)C=C[C@]4(C)[C@@]3(F)[C@@H](O)C[C@]2(C)[C@@]1(O)C(=O)COC(=O)C(C)(C)C	-19.4	6.1	5.8	0.7	-1.9	-10.5	2.4	-3.3	-5.3	23.8
COc1ccc(/C=N/NC(=O)c2ccncc2)cc1OC	-1.0	19.0	5.9	-0.3	14.9	-1.9	-1.2	-9.3	-4.9	9.3

The list continues.
SMILES	MITF TRPM1 inh	Exocytosis inh	Vif inh	aDG glyco up	Peg3 prom inh	NR2E3 ag-1	hiPSC survival	NR2E3 ag-2	PDI inh	CaV13 ICDI inh	HIF-2a block
Cc1cc(C)cc(OCC2CNC(=O)O2)c1 (stereo not given)	.	2.2	-4.4	0.1	-3.8	-4.3	0.1	.	-4.3	-9.6	2.8
CC1OC(CC(=O)O)CC2=C1C(=O)c1c(O)cccc1C2=O (stereo not given)	113.0*	88.1*	11.1	-0.7	100.1*	101.3*	-1.3	.	9.8	-5.8	87.4*
CN(C)CCOc1ccccc1Cc1ccccc1	8.2	4.3	-8.5	-0.1	-10.5	4.3	-1.1	1.3	6.6	-5.7	0.3
Nc1ncnc2nc[nH]c12	4.2&-21.4&-3.5	-3.4&-1.1&-1.1	-10.0&-4.6&-0.3	0.0&-0.1&-0.2	-8.0&-10.8&-19.8	-18.7&0.3&15.6	0.5&0.8&1.4	-2.2&2.4&3.6	-9.1&3.8	-4.6&-5.7	-7.8&-10.2&-9.7
CCn1cc(C(=O)O)c(=O)c2cc(F)c(N3CCNCC3)nc21	4.1	0.5	-3.9	0.0	-0.1	-26.6	5.2	.	0.0	-4.6	-4.9
COc1ccc2nc(NC(=O)Nc3ccccc3)sc2c1	-63.3	-1.5	-8.4	0.3	-245.5	-177.3	-4.4	7.5	-4.5	-4.6	-182.8
O=c1cc(-c2ccc(O)cc2)oc2cc(O[C@@H]3O[C@H](CO)[C@@H](O)[C@H](O)[C@H]3O[C@@H]3OC[C@](O)(CO)[C@H]3O)cc(O)c12	5.0	-8.0	-3.7	0.1	-0.9	1.0	-1.3	-2.9	15.0	-5.9	-6.2
CCCCC1C(=O)N(c2ccccc2)N(c2ccccc2)C1=O	-2.4	0.0	2.2	0.2	-13.8	-11.9	-2.4	2.0	-5.0	-5.0	-0.6
COc1ccc2ccc(=O)oc2c1	9.3	-1.8	-2.6	-0.2	-3.8	-14.9	1.1	3.8	.	.	-6.4
COc1cc2nc(N3CCN(C(=O)[C@H]4COc5ccccc5O4)CC3)nc(N)c2cc1OC	-1.9	2.2	-3.6	0.1	9.0	-5.3	0.4	-0.9	2.8	-5.7	-17.3

Looked up one by one from the list above:
SMILES	MITF TRPM1 inh	Exocytosis inh	Vif inh	aDG glyco up	Peg3 prom inh	NR2E3 ag-1	hiPSC survival	NR2E3 ag-2	PDI inh	CaV13 ICDI inh	HIF-2a block
CCCCC1C(=O)N(c2ccccc2)N(c2ccccc2)C1=O	-2.4	0.0	2.2	0.2	-13.8	-11.9	-2.4	2.0	-5.0	-5.0	-0.6
CCn1cc(C(=O)O)c(=O)c2cc(F)c(N3CCNCC3)nc21	4.1	0.5	-3.9	0.0	-0.1	-26.6	5.2	.	0.0	-4.6	-4.9
COc1ccc2nc(NC(=O)Nc3ccccc3)sc2c1	-63.3	-1.5	-8.4	0.3	-245.5	-177.3	-4.4	7.5	-4.5	-4.6	-182.8
CN(C)CCOc1ccccc1Cc1ccccc1	8.2	4.3	-8.5	-0.1	-10.5	4.3	-1.1	1.3	6.6	-5.7	0.3
COc1cc2nc(N3CCN(C(=O)[C@H]4COc5ccccc5O4)CC3)nc(N)c2cc1OC	-1.9	2.2	-3.6	0.1	9.0	-5.3	0.4	-0.9	2.8	-5.7	-17.3

Other records
SMILES	MITF TRPM1 inh	Exocytosis inh	Vif inh	aDG glyco up	Peg3 prom inh	NR2E3 ag-1	hiPSC survival	NR2E3 ag-2	PDI inh	CaV13 ICDI inh	HIF-2a block
Cc1cccc(C)c1NC(=O)C1CCCCN1C (stereo not given)	-6.7	8.9	0.4	0.4	-19.8	-10.2	0.4	8.4	-4.2	-4.6	18.0
C=C1c2cccc(O)c2C(O)=C2C(=O)[C@]3(O)C(O)=C(C(N)=O)C(=O)[C@@H](N(C)C)[C@@H]3[C@@H](O)[C@H]12	4.8	-0.8	10.9	-0.4	4.3	-22.3	0.4	31.4*	.	.	5.3
Cn1c(=O)c2c(ncn2CCO)n(C)c1=O	4.8	0.2	5.6	-0.1	0.9	-16.1	8.6	1.3	3.8	-5.0	4.0
CCCOC(=O)c1ccc(O)cc1	.	-7.7	-4.1	-0.1	-45.7	-16.4	-1.6	0.1	.	.	-28.6
CC(=O)Nc1ccccc1	-4.1	-1.5	-2.7	-0.2	0.9	-39.1	-1.0	.	-0.5	-5.9	1.7
Cc1[nH]c2ccccc2c1/C=N/NC(N)=S	-6.7	8.0	-15.4	0.1	-14.5	-18.1	-0.1	2.1	2.2	-14.4	4.0
COc1ccc(/C=C/C(=O)O)cc1	.	-5.5	-5.7	0.3	7.1	0.6	-0.4	.	.	.	10.1
NNC(=O)CP(=O)(c1ccccc1)c1ccccc1	-12.4	-0.8	-5.9	-0.1	-5.7	12.4	-2.7	2.6	-1.4	-4.4	1.6
NC(N)=NC(=O)Cc1c(Cl)cccc1Cl	6.1	-2.1	2.9	0.0	-14.4	-8.9	3.4	2.2	2.5	-4.6	13.2
COc1ccc(CN2CCN(C(c3ccc(F)cc3)c3ccc(F)cc3)CC2)c(OC)c1OC	13.3	20.7	-10.9	-0.4	77.5*	20.8	-1.8	2.0	6.8	-4.5	-18.5
Cc1cccc2c1NC(=O)/C2=C\C(=O)c1cccs1	32.0	4.4	-1.7	-0.2	74.1*	-15.7	-5.8	-3.9	-1.0	-3.5	44.5*
O=C(Nc1ccc(C(=O)O)c(O)c1)c1ccccc1	-14.6	6.2	22.9	-0.3	7.4	-7.1	1.5	-3.0	19.3	-3.2	11.3
COC(c1ccccc1)(c1ccccc1)C(Oc1nc(C)cc(C)n1)C(=O)O (stereo not given)	9.4	0.1	2.7	0.0	19.0	5.2	0.3	-11.3	-2.0	-4.9	14.7

Source: PubChem
